# Screening data (PubChem BioAssay)
# TRb SRC2 PPI – TRbeta-SRC2 interaction inhibition. TRbeta-SRC2 peptide binding, fluorescence polarization; receptor liganded with 1 µM T3. AID 1469. actives 0.065% (n = 280,000). Potency, µM (series often up to 106 µM), inactives show at the top dose activity change, negative = inhibition, most hits filed as inhibitors;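 further: plate controls were bound peptide for no effect and peptide without receptor for full effect; nearly all actives have a fitted effect of over 50% in size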
# Target sequence (P10828 whole entry, looked up): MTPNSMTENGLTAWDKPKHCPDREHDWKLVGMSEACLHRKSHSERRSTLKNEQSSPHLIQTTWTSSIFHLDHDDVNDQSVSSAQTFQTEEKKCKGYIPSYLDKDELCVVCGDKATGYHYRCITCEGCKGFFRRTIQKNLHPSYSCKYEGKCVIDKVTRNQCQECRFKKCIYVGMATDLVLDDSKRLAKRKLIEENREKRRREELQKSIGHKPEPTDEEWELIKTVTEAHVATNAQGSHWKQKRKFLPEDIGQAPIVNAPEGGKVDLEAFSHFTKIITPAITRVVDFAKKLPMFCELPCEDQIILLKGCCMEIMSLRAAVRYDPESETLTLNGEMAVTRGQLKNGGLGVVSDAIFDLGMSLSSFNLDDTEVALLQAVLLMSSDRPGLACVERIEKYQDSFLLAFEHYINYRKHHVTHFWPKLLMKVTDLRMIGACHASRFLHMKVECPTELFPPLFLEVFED
#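 Binding of a 20-amino-acid Texas Red SRC2 peptide (20 nM) to TRb ligand-binding domain (0.6 uM) with agonist T3 at 1 uM was followed by fluorescence polarization after a 5 hr room-temperature incubation.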
# L3MBTL1 inh – blocks human L3MBTL1. AlphaScreen L3MBTL1–H3K9me1 peptide binding. actives 0.66% (n = 230,000). AID 485360. Potency, µM (doses to about 57.1 µM), without a hit: top-dose activity, negative = inhibition, most hits filed as inhibitors; further: on the % scale 0 is the no-effect control and ±100 the full control effect; nearly all actives have a fitted effect of over 60% in size
#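 First, the protein-peptide complex forms for 30 min at room temperature (L3MBTL1 50 nM, biotinylated H3K9me1 peptide 75 nM). Next, compounds are pin-transferred and incubated 30 min. Finally, AlphaScreen beads are added and read after 30 min.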
# Tau fibril ThT – inhibitors of human tau fibril formation, thioflavin T binding; actives 2.1% (n = 270,000); P10636; Potency, µM (titrated, usually from 57.4 µM), for inactives: at the highest dose activity, negative = inhibition, most hits filed as inhibitors; recombinant tau K18 P301L, heparin-induced fibrillization, ThT fluorescence; AID 1460; further: on the % scale 0 is the no-effect control and ±100 the full control effect; nearly all actives have a fitted effect of over 55% in size
# Target sequence (P10636 561-689 P618L limits assumed): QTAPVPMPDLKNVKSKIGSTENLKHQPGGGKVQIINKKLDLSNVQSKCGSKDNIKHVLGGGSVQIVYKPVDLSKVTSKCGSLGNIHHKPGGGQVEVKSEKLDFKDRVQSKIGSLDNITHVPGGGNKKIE
#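 K18 P301L tau (15 uM + 0.24 uM Alexa 594-tagged), heparin 20 uM, NaOAc pH 7, 6 h 37 C; ThT 30 uM, 1 h RT, ex 450/em 510 nm.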
# TexasRed fluor – counter-screen for TRb-SRC2 inhibitors: fluorescence interference; AID 1479; actives 0.29% (n = 280,000); TRb/SRC2 Texas Red total fluorescence interference; Potency, µM (series often up to 106 µM), for inactives: at the highest dose fluorescence change, negative = quenching; active means well fitted curve in either direction with a large enough effect; inconclusive means small, poorly fitted or top-dose-only effect; further: on the % scale 0 is the no-effect control and ±100 the full control effect
#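 Human TRb ligand-binding domain at 0.6 uM with 20 nM Texas Red SRC2 peptide in Tris buffer containing 1 uM T3 and 5% DMSO, incubated with compound 5 h at ambient temperature. Total fluorescence (555/632 nm) calculated as parallel + 2 × perpendicular.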
# Tau fibril FP – blocks human tau fibril formation measured by polarization; P10636; actives 0.39% (n = 280,000); AID 1468; K18 P301L tau heparin fibrillization, Alexa594 FP, 6 h; Potency, µM (series often up to 57.7 µM), without a hit: at the top dose activity, negative = inhibition, hits mostly inhibitors; further: on the % scale 0 is the no-effect control and ±100 the full control effect; nearly all actives have a fitted effect of over 55% in size
#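 Quantitative HTS format: compounds meet 15 uM recombinant K18 P301L tau and Alexa 594-tau tracer in 100 mM sodium acetate pH 7; 20 uM heparin triggers fibrillization at 37 C over 6 hr; FP gives the signal.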
# RECQ1 helicase – inhibitors of human RECQ1 DNA helicase; Potency, µM (series often up to 57.3 µM), for the others: at the top dose activity, negative = inhibition, actives largely listed as inhibitors; actives 0.54% (n = 240,000); P46063; RECQ1 DNA unwinding, red fluorescence kinetic read;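 further: plate controls were vehicle for no effect and no enzyme for full effect; nearly all actives have a fitted effect of over 30% in size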
#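 RECQ1T1 50 nM; forked duplex (20 bp + 30-nt ss tails) 200 nM, ATP 2 mM final; pH 8.0, 2 mM MgCl2, 2.5 ug/ml poly(dI-dC); 15 min compound preincubation; discontinuous kinetic read over 2 h at RT.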
# HTT ATP protect – Huntington cell model cytoprotection by ATP luminescence | AID 1471 | actives 0.14% (n = 230,000) | PC12 HTT-Q103 induced, cytoprotection, ATP luminescence, 40 h | Potency, µM (doses to about 56.4 µM), without a hit: cytoprotection (ATP increase), actives largely listed as activators;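 further: % of control where 0% means no effect; nearly all actives have a fitted effect of over 45% in size; toxic huntingtin expression switched on by the ecdysone agonist tebufenozide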
#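 ATP quantification (ATPlite) reports survival of PC12 cells in which tebufenozide, 100 nM final, switches on Htt exon 1 with 103 glutamines linked to GFP; compounds are titrated.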
# Tau fluor counter – counter-screen for tau fibril formation inhibitors | actives 0.93% (n = 280,000) | tau K18 P301L Alexa594 fluorescence, heparin fibrillization | Potency, µM (doses to about 57.7 µM), inactives show top-dose activity change, negative = decrease; further: on the % scale 0 is the no-effect control and ±100 the full control effect; nearly all actives have a fitted effect of over 55% in size
#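 Human tau K18 P301L (15 uM unlabeled, 0.24 uM Alexa 594-labeled) in 100 mM sodium acetate pH 7 with 20 uM heparin, 6 hr at 37 C. ThT 30 uM added, 1 hr ambient; Alexa 594 FP and total fluorescence read at 555/632 nm.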
# * = called active by the depositor; i = inactive; ? = inconclusive; . = not tested or not shown; & = joins results of further samples; [ ] = remark or other dose. Unless noted, the call rests on the fitted dose curve; in most records, active means well fitted curve in the direction sought with a large enough effect; inconclusive means small, poorly fitted or top-dose-only effect, or another doubt; inactive means no such curve, though single readings can be large; an effect the other way counts as inactive or inconclusive. Potency means the concentration at half of the fitted maximal effect.
molecule | Tau fibril ThT | TRb SRC2 PPI | TexasRed fluor | RECQ1 helicase | Tau fibril FP | L3MBTL1 inh | Tau fluor counter | HTT ATP protect
Cc1nn2c(=O)cc(COC(=O)c3ccc(C(C)(C)C)cc3)nc2s1 | -16% | -4% | -3% | . | 2% | . | -2% | .
CCOC(=O)c1c(-c2ccc(Br)cc2)csc1NC(=O)c1ccc(F)cc1 | 4% | -10% | -4% | . | 0% | . | 5% | .
COC/C=C/C1=CC2=CC(=O)C(C)(OC(=O)c3cccs3)C(=O)C2=CO1 (configuration not stated) | -13% | 8% | -2% | i | -2% | . | -10% | 18%
CC(C)(C)c1nnc(NC(=O)c2cccnc2)s1 | -3% | -8% | -2% | i | ? | 6% | -4% | -4%[10 µM]
Cc1ccc(CNC(=O)c2c(O)nc3cc(C)ccn3c2=O)cc1 | 2% | -9% | 2% | . | 0% | . | 2% | .
Cc1ccccc1CSCCNC(=O)CSCc1ccc([N+](=O)[O-])cc1 | ? | -6% | -5% | -5% | 4% | -12% | ? | -36%
O=[N+]([O-])c1ccc(SCCc2ccccn2)cc1 | . | -5% | 0% | -2% | -1% | . | -6% | 1%[10 µM]
O=C(NCC1CCCO1)C(c1cccs1)N(Cc1ccccc1Cl)C(=O)c1ccc(-c2ccccc2)[nH]1 (configuration not stated) | -11% | -6% | -2% | -14% | -1% | -12% | -9% | 7%[10 µM]
COc1ccc(C2/C=C\CN(CC(C)(C)C)CC(=O)N2Cc2ccc(F)cc2)cc1 (configuration not stated) | ? | 1% | -1% | i | 1% | . | -29% | 3%[10 µM]
Cc1ccc(NC(=O)COC(=O)c2ccc([N+](=O)[O-])o2)cc1S(=O)(=O)N1CCCCCC1 | -3% | 2% | 0% | -10% | 11% | -11% | ? | -36%
COCCCNC(=O)c1ccc(NC(=O)c2nsc3ccccc23)cc1 | -5% | -9% | -1% | . | -2% | . | -18% | .
CC(C)CC(c1nnnn1CCc1ccccc1)N1CCC(C(N)=O)CC1 (configuration not stated) | -5% | -8% | 0% | i | 4% | -4% | -5% | 1%[1.9 µM]
COc1ccc(Cn2c(=O)c3oc4ccccc4c3n(CC(=O)Nc3cc(C)cc(C)c3)c2=O)cc1 | 16% | 10% | -3% | . | ? | . | -1% | .
COC(=O)c1cc(Cl)c(NC(=O)C(C)C)cc1OC | 1% | 6% | 0% | i | -5% | 4% | -1% | -10%
O=C1NCCN/C1=C\C(=O)c1ccc(Br)cc1 | -3% | 6% | -3% | -1% | 3% | -5% | -3% | 4%[10 µM]
CCSc1nnc2c(n1)OC=Nc1ccc(Br)cc1-2 | ? | 1% | 1% | -4% | 5% | 5%[11.4 µM] | -5% | 4%
COC(CN(C(=O)CCl)C(C(=O)NC1CCCCC1)c1ccc(Cl)cc1)OC (configuration not stated) | -4% | -5% | 3% | -10% | -2% | 16% | -10% | 19%[10 µM]
Cc1oc(-c2cccc(Cl)c2)nc1CSc1nnc(C)n2c1cc1occc12 | 7% | -1% | -2% | . | ? | . | 4% | .
COc1cc(NC(=O)c2cnn(-c3cccc(F)c3)c2C2CCNCC2)cc(OC)c1OC | 1% | -7% | 3% | . | 4% | . | -3% | .
CN(CC(=O)Nc1ccc(F)c(F)c1F)C(=O)/C=C/c1ccc(Cl)cc1 | 0% | 1% | -3% | -9% | -10% | 3% | -4% | 31%[10 µM]
CC1=C(C(=O)Nc2ccccn2)C(c2ccc(Cl)cc2Cl)NC(=S)N1 (configuration not stated) | -3% | 6% | 0% | -7% | -4% | . | -8% | ?
COc1ccc(/C=N/Nc2nc(Nc3ccccc3)nc(N3CCCCC3)n2)cc1OC | -6% | . | . | -6% | 8% | -1% | ? | -114%[inhibitor]
CCCS(=O)(=O)N1CCC(C(=O)NC2CCC(C)CC2)CC1 (configuration not stated) | -4% | 9% | -2% | -2% | -3% | -3% | -1% | -3%
COC(=O)c1ccccc1NC(=O)COc1ccc(S(=O)(=O)NC(C)C)cc1 | ? | 3% | 1% | i | -10% | -8% | -25% | 6%[10 µM]
CC(C)C(=O)Nc1ccc(C(=O)N/N=C/C2CC3C=CC2C3)cc1 (configuration not stated) | -2% | -2% | 0% | i | -6% | 14% | 5% | 9%[10 µM]

# Ordered by length of the SMILES (rising): part of the list above
molecule | Tau fibril ThT | TRb SRC2 PPI | TexasRed fluor | RECQ1 helicase | Tau fibril FP | L3MBTL1 inh | Tau fluor counter | HTT ATP protect
O=C1NCCN/C1=C\C(=O)c1ccc(Br)cc1 | -3% | 6% | -3% | -1% | 3% | -5% | -3% | 4%[10 µM]
CCSc1nnc2c(n1)OC=Nc1ccc(Br)cc1-2 | ? | 1% | 1% | -4% | 5% | 5%[11.4 µM] | -5% | 4%
O=[N+]([O-])c1ccc(SCCc2ccccn2)cc1 | . | -5% | 0% | -2% | -1% | . | -6% | 1%[10 µM]
COCCCNC(=O)c1ccc(NC(=O)c2nsc3ccccc23)cc1 | -5% | -9% | -1% | . | -2% | . | -18% | .
Cc1nn2c(=O)cc(COC(=O)c3ccc(C(C)(C)C)cc3)nc2s1 | -16% | -4% | -3% | . | 2% | . | -2% | .
Cc1oc(-c2cccc(Cl)c2)nc1CSc1nnc(C)n2c1cc1occc12 | 7% | -1% | -2% | . | ? | . | 4% | .
COC(CN(C(=O)CCl)C(C(=O)NC1CCCCC1)c1ccc(Cl)cc1)OC (configuration not stated) | -4% | -5% | 3% | -10% | -2% | 16% | -10% | 19%[10 µM]
COc1ccc(C2/C=C\CN(CC(C)(C)C)CC(=O)N2Cc2ccc(F)cc2)cc1 (configuration not stated) | ? | 1% | -1% | i | 1% | . | -29% | 3%[10 µM]
COc1cc(NC(=O)c2cnn(-c3cccc(F)c3)c2C2CCNCC2)cc(OC)c1OC | 1% | -7% | 3% | . | 4% | . | -3% | .

# Single values from the list:
# `COc1ccc(Cn2c(=O)c3oc4ccccc4c3n(CC(=O)Nc3cc(C)cc(C)c3)c2=O)cc1` @ Tau fluor counter: -1%
# `CN(CC(=O)Nc1ccc(F)c(F)c1F)C(=O)/C=C/c1ccc(Cl)cc1` @ Tau fibril FP: -10%

# Further results follow.
molecule | Tau fibril ThT | TRb SRC2 PPI | TexasRed fluor | RECQ1 helicase | Tau fibril FP | L3MBTL1 inh | Tau fluor counter | HTT ATP protect
Cc1ccc(NC(=O)CNCCCN2CCOCC2)cc1S(=O)(=O)N1CCCCC1 | -4% | -10% | -7% | 8% | 3% | -20% | -7% | 7%[10 µM]
O=C(Nc1nc(-c2cccs2)cs1)c1cccc(S(=O)(=O)N2CCCCCC2)c1 | -8% | 2% | 4% | -18% | -12% | . | ? | -6%[10 µM]
O=C(CSCc1cnn(-c2ccccc2)c1-n1cccc1)NCc1ccc2c(c1)OCO2 | -5% | 1% | -1% | -5% | 12% | -4% | -8% | 24%[10 µM]
O=C(CSc1nnc(COc2ccc(Cl)cc2)o1)Nc1ccccc1 | ? | 7% | -3% | . | 13% | . | ? | .
O=C1CN(C(=O)c2ccccc2F)c2ccccc2N1 | -1% | 6% | 0% | 7% | 0% | . | 3% | 1%
Cc1ccc2ccc(C(Nc3ccccn3)c3ccccc3)c(O)c2n1 (configuration not stated) | ? | -5%&5% | -36%&-4% | -18% | 6%&1% | -12% | -19%&-25% | -34%
COc1ccc(/C=C/C(=O)OCC(=O)Nc2c(C)cccc2C)cc1 | -10% | 7% | -3% | 6% | -5% | 12% | 9% | -9%[10 µM]
CCNC(=O)NC(=O)C(C)OC(=O)CCCSc1nc2ccccc2s1 (configuration not stated) | 4% | -2% | 0% | -2% | 2% | 7% | 0% | ?
OCc1nc2ccccc2n1CCCOc1ccc(Br)cc1 | -7% | -17% | 3% | i | -1% | . | -10% | -11%
CCOC(=O)c1ccccc1NC(=O)CSc1nnc(COc2ccccc2C)n1C | -7% | -4% | 1% | -4% | 6% | -12% | 4% | 1%[10 µM]
COC(=O)c1cc(Sc2c(Cl)cccc2Cl)ccn1 | -1% | 4% | -2% | i | 5% | 5% | 0% | -34%[1.9 µM]
CCCN(CCC)S(=O)(=O)c1nc2nc(C)cc(C)n2n1 | -4% | 4% | -3% | -16% | 3% | 13% | 2% | -5%[10 µM]
CC1(C)C(=O)OC(c2c(F)c(F)c(F)c(F)c2F)C2(CCCCC2)C1=O (configuration not stated) | -6% | -6% | -4% | 1% | -6% | . | -4% | -7%[0.074 µM]
O=C(NCc1cccs1)c1noc2c1CCCCC2 | 8% | -8% | 0% | -1% | 6% | . | 4% | -4%
C[N+]1(CC2COC3(CCCCC3)O2)CCCC1 (configuration not stated) | -2% | 1% | 0% | -1% | -10% | -4% | 1% | 8%[10 µM]
CCOC(=O)C1CCN(Cc2cc(C(C)(C)C)c(O)c(C(C)(C)C)c2)CC1 | 5% | -7% | -2% | -5% | 6% | -9% | -2% | .
CC(C)(Oc1ccc(Cl)cc1)C(=O)NC1CCSC1=O (configuration not stated) | 3% | 5% | 0% | -14% | -8% | ? | -6% | .
Cc1oc2ncn(CC(C)C)c(=O)c2c1C(=O)Nc1cccc(C(F)(F)F)c1 | 2% | -4% | 4% | . | -2% | . | -11% | .
CCN1CCCC1CN=Cc1c(O)n(-c2ccccc2)c(=O)c2ccccc12 (configuration not stated) | -16% | -2% | -3% | ? | 0% | 9%[11.4 µM] | -4% | -14%[0.074 µM]
CCc1nnc(NC2=NCCC2)s1 | 1% | -23% | -4% | 2% | 5% | . | 7% | 13%[10 µM]
Cc1csc(Sc2nc3c(c(=O)[nH]c(=O)n3C)n2Cc2ccccc2Cl)n1 | 5% | 12% | 3% | -3% | 2% | 12% | -2% | -6%
O=C(CSc1nnc(COc2ccccc2)n1Cc1ccco1)Nc1ccc2c(c1)OCCO2 | -1% | 9% | 4% | -4% | 0% | -9% | -20% | 0%
Cc1ccc2nc(-c3ccccc3)c(CN3CCOCC3)n2c1 | -4% | 0% | -1% | i | -6% | -3% | -2% | -35%[inhibitor]
Cc1cc2c(cc3c(SCc4cccc(F)c4)nnc(C)n32)o1 | ? | 4% | 0% | . | -3% | . | -23% | .
COC(=O)c1cn(Cc2ccc(C(F)(F)F)cc2)cc(F)c1=O | . | 2% | -1% | -6% | 1% | . | 2% | 3%[10 µM]

# An excerpt (hit frequency here may not be typical).
